High-throughput results: PubChem BioAssay, several laboratories
Anthrax LF prot: anthrax lethal factor protease inhibition | P15917 | AID 588501 | 360,000 tested, 0.12% active | inhibition, % at 10 µM | multiplex microsphere protease cleavage assay, LF; also: plate controls were buffer without enzyme for full effect and enzyme alone for no effect
PfHsp40 yeast: restores yeast growth despite PfHsp40 toxicity; S. cerevisiae expressing PfHsp40, growth rescue, ATP luminescence; growth rescue, % at 12.5 µM; 340,000 tested, 0.68% active; in the data active = growth rescue above about 28%, passing the limit was not always enough; inconclusive = no clear call, values can overlap the other calls;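 also: yeast W303a lacking pdr1 and pdr3 grown in galactose medium; growth measured after three days at 30 °C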
CCHFV vOTU inh: CCHFV vOTU protease inhibition. 370,000 tested, 0.55% active. Pep-AMC fluorescence. inhibition, % at 11.5 µM; in the data active = inhibition above about 30%; also: 0% = vehicle wells with enzyme and 100% = no enzyme wells
Y pestis TopoI: inhibitors of Yersinia pestis topoisomerase I; Y. pestis Topo-I cleavage product accumulation, plate reader; activity, % at 10 µM; 360,000 tested, 0.064% active; AID 504884; in the data active = activity above about 50%, passing the limit was not always enough; inconclusive = no clear call, values can overlap the other calls; also: inactives centre near 2
FadD28 FP inh: blocks FadD28 binding to the bisubstrate probe | fluorescence polarization | inhibition, % at 12.5 µM | 360,000 tested, 0.22% active; in the data active = inhibition above about 8.5%, passing the limit was not always enough; inconclusive = no clear call, values can overlap the other calls
PrPC surface inh: inhibitors of human cell surface prion protein PrPC | TR-FRET read-out | 370,000 tested, 0.43% active | inhibition, % at 13.8 µM | AID 720596; in the data active = inhibition above about 24%; also: 0% = median of the test wells and 100% = reference compound wells
BoNT-F LC inh: inhibitors of Botulinum neurotoxin F light chain protease. Multiplex microsphere protease cleavage assay, flow cytometry. inhibition, % at 10 µM. 360,000 tested, 0.22% active; in the data active = inhibition above about 35%, passing the limit was not always enough; inconclusive = no clear call, values can overlap the other calls; also: plate controls were buffer without enzyme for full effect and enzyme alone for no effect
BoNT-A LC inh2: inhibitors of Botulinum neurotoxin A light chain protease; multiplex microsphere protease substrate cleavage, flow cytometry; inhibition, % at 10 µM; 360,000 tested, 0.17% active; AID 588499; also: plate controls were buffer without enzyme for full effect and enzyme alone for no effect
TcdB GH inh: blocks C. difficile toxin B glycohydrolase activity; 350,000 tested, 0.24% active; inhibition, % at 9.99 µM; TcdB glycohydrolase enzymatic assay, plate reader; in the data active = inhibition above about 10%
Target sequence (P18177 whole entry, looked up): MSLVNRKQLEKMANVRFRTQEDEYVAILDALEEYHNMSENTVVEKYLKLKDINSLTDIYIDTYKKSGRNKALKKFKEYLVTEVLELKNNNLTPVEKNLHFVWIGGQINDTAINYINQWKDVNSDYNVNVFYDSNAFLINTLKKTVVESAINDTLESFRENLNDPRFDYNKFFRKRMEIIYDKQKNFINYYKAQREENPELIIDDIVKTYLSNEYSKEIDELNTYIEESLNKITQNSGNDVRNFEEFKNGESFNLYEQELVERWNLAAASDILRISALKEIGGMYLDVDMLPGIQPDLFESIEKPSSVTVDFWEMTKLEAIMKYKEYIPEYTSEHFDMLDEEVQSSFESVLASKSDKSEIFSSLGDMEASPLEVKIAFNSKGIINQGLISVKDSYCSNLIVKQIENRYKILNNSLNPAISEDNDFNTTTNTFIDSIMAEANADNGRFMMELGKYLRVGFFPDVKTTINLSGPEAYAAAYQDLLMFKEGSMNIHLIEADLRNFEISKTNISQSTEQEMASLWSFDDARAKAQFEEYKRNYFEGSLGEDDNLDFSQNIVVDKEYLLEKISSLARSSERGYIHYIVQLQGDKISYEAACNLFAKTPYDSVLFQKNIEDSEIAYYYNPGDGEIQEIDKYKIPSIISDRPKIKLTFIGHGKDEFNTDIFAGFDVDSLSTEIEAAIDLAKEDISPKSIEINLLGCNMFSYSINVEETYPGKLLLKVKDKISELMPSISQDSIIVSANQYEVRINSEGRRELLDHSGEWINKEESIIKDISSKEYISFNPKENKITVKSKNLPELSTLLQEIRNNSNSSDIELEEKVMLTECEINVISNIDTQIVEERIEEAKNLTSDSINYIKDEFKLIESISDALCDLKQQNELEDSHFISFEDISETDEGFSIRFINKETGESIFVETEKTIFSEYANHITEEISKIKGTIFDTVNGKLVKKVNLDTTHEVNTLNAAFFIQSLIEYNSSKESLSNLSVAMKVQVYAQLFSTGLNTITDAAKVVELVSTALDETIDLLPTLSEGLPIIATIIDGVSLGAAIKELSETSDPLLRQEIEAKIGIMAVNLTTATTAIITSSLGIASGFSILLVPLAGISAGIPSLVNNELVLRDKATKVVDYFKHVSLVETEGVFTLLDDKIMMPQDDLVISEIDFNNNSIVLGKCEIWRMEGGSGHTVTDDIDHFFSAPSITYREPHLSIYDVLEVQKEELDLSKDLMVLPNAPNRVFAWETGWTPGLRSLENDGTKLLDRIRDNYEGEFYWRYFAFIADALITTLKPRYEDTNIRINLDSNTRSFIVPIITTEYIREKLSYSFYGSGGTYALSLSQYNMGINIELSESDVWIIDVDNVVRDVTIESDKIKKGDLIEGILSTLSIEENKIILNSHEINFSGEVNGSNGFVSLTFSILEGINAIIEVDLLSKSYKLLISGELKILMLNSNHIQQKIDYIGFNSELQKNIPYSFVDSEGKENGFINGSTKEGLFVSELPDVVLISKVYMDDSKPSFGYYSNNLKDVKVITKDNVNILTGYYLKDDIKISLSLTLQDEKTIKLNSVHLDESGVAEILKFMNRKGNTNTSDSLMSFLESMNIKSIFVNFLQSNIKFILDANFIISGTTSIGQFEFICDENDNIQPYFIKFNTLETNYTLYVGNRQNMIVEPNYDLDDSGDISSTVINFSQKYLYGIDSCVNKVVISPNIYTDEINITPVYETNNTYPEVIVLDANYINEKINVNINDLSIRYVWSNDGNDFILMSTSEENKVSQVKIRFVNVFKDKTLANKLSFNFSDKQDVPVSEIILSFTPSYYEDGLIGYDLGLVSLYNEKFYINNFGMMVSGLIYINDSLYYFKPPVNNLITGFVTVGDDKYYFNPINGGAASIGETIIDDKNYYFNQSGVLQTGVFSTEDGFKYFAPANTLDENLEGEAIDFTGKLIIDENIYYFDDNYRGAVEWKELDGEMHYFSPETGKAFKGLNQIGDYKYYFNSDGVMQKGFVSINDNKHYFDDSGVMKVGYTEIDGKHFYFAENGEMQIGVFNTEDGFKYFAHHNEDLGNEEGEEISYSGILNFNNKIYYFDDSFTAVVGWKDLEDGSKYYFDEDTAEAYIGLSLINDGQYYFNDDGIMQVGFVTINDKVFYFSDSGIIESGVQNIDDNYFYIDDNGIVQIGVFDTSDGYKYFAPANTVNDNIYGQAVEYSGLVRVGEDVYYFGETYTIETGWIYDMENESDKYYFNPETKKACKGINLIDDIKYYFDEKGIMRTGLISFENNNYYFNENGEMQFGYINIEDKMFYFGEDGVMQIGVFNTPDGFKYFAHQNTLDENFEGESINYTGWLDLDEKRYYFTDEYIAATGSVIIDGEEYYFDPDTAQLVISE
* marks the source's active call; other numbers are inactive results; ? = inconclusive; . = no result given; & = joins results of further samples. Rule as the data show it, unless noted: active = inhibition above about 30%; inconclusive = no clear call, values can overlap the other calls; inactive = below that. Rows are unselected; overall some 2.3% were active at least once.

| mol | Anthrax LF prot | PfHsp40 yeast | CCHFV vOTU inh | Y pestis TopoI | FadD28 FP inh | PrPC surface inh | BoNT-F LC inh | BoNT-A LC inh2 | TcdB GH inh |
| --- | --- | --- | --- | --- | --- | --- | --- | --- | --- |
| COCCn1nnnc1C1(N(Cc2cc3cc(C)ccc3[nH]c2=O)CC2CCCO2)CCN(C)CC1 (stereo not given) | 1 | 9.3 | 9 | 12 | -2.3 | 0 | -14 | -0.2 | . |
| Cn1c(=O)c2cc(NC(=S)NC3CCCCC3)ccc2n1C/C=C/c1ccccc1 | -3 | . | -6 | 9 | ? | 0 | -1 | -0.1 | 1.2 |
| C(#Cc1ccccc1)CN1CCN(c2ccccn2)CC1 | -2&-3 | -0.3&0.9 | 0&-3 | 11&7 | -1.6&-3.6 | 4&5 | -4&-11 | -0.4&0.5 | 1.0 |
| CC(C)C(=O)NC(c1ccc([N+](=O)[O-])cc1)c1c(O)ccc2ccccc12 (stereo not given) | 2 | -0.1 | 4 | -4 | -1.6 | -7 | 12 | 3.1 | . |
| O=C(C(Sc1ccccc1)c1ccc(Br)cc1)N1CCOCC1 (stereo not given) | -2 | 0.5 | 17 | 14 | -2.2 | 7 | 1 | -0.3 | -2.9 |
| Cc1ccc(N=Cc2cc(C)n(C3CCCC3)c2C)cc1 | 0 | 1.5 | 0 | -8 | -2.2 | -4 | -14 | -0.1 | . |
| CC(C)NC(=O)COC(=O)c1cc(=O)[nH]c2ccccc12 | 0 | 0.1 | -12 | 2 | -1.2 | 5 | 7 | 0.2 | -0.6 |
| CCCc1nc2oc3cc(OC)ccc3c(=O)c2c(=O)n1CCc1ccccc1 | -3 | 0.9 | -7 | 11 | -1.4 | 9 | ? | ? | 0.7 |
| COc1ccc(CCNC(=O)Nc2ccc3c(c2)c(=O)n(C)n3C)cc1OC | -6 | . | -157 | 3 | -1.0 | -4 | -2 | 0.1 | 0.2 |
| CCCN(Cc1ccc(N(CC)CC)cc1)CC1CC1 | -1 | 0.7 | 6 | 6 | -1.7 | 1 | 7 | 1.5 | . |
| CC1c2cccn2CCN1S(=O)(=O)c1ccc(F)cc1 (stereo not given) | 2 | -1.5 | 0 | -2 | -4.3 | 0 | 4 | 1.6 | -0.1 |
| CCOC(=O)Nc1ccc2c(c1)nc(CN1CCCCC1)n2C | -6 | -2.2 | . | -3 | -1.2 | . | 3 | 0.1 | . |
| CC12CC[C@H]3[C@@H](CCC4(O)C[C@H](O)CCC34/C=N/NC(=O)c3ccccc3[N+](=O)[O-])C1(O)CCC2C1=CC(=O)OC1 (stereo not given in full) | 0 | -1.3 | -8 | 6 | -4.1 | -6 | 1 | -2.3 | 0.4 |
| CC(C)CC(NC(=O)C(CC(C)C)NC(=O)OC(C)(C)C)C(N)=O (stereo not given) | -5 | -0.5 | -7 | -2 | 2.7 | 3 | -2 | 0.4 | . |
| O=C(CSc1nnc(C2COc3ccccc3O2)o1)Nc1nccs1 (stereo not given) | -5 | -1.6 | . | 3 | -2.0 | . | -11 | -0.1 | . |
| OCCCc1nc2ccccc2[nH]1 | -5 | -0.2 | 5 | 1 | -1.3 | 7 | -2 | -1.2 | -0.2 |
| CC(C)c1cccc(C(C)C)c1NC(=O)CN(C)C1CCS(=O)(=O)C1 (stereo not given) | 4 | -0.7 | 15 | 4 | -2.6 | 12 | -5 | 0.2 | -10 |
| Cc1ccc(NC(=S)NNc2ccc(C(=O)O)cc2[N+](=O)[O-])cc1C | . | -1.2 | 5 | 2 | ? | -21 | . | . | -4.4 |
| Cc1ccccc1OCCC(=O)OCC(=O)Nc1c(F)cccc1F | -2 | 0.1 | 0 | 7 | -0.9 | -4 | -2 | 1.7 | 0.0 |
| C[C@H](CO)N1C[C@H](C)[C@@H](CN(C)C(=O)Nc2ccc(C(F)(F)F)cc2)Oc2ccc(NC(=O)Nc3ccc4c(c3)OCO4)cc2C1=O | -14 | 0.5 | 10 | -11 | -2.6 | 3 | -2 | -0.1 | 1.0&1.4 |
| CC(C)CCNC(=O)C1(c2cccs2)CCOCC1 | -8 | 0.4 | -13 | 8 | -2.4 | -1 | 0 | -1.3 | 0.2 |
| O=C(/C=C/c1ccccc1)Nc1ccc2c(c1)OCCO2 | 8 | 0.3 | 1 | 4 | -3.0 | 3 | 20 | 3.5 | 3.6 |
| Cn1c(O)c(C(=NCCN2CCCCC2)c2ccccc2Cl)c(=O)n(C)c1=O | -12 | -1.5 | -7 | -6 | -1.9 | 5 | -4 | -1.1 | . |
| N#C/C(=C\c1coc2ccccc2c1=O)C(N)=S | 4 | 1.5 | 4 | -4 | -1.5 | 7 | 3 | 1.7 | -0.3 |
| CSc1ncccc1C(=O)OCC(=O)NCc1ccccc1 | -10 | ? | 10 | 1 | -2.1 | -1 | -7 | -0.8 | -1.9 |
| CSCC[C@H](NC(=O)N1CCn2c1nc1ccccc12)C(=O)N1CCCCC1 | 0 | 2.2 | 2 | 15 | -1.3 | -2 | -2 | -1.6 | 0.7 |
| C[C@@H]([C@@H](O)c1ccccc1)N(C)C(=O)C(N)Cc1ccccc1 (stereo not given in full) | 6 | 3.0 | -10 | -7 | -0.3 | -6 | 4 | 0.0 | 1.5 |
| Cc1nc2c(-c3ccccc3)c(C)[nH]n2c(=O)c1Cl | 1 | -1.8 | 0 | -8 | -0.3 | 6 | 1 | 0.3 | . |
| Cc1cc(C)cc(NC2=C(N)C(=O)c3ccccc3C2=O)c1 | 2 | 3.7 | . | -13 | -2.7 | . | -1 | -1.1 | 0.6 |
| CC(C)OC(=O)c1c2c(n3ccccc13)C(=O)c1ccccc1C2=O | 38* | -0.3 | -12 | 8 | -0.6 | -6 | 23 | 79* | 1.6 |

Later entries
| mol | Anthrax LF prot | PfHsp40 yeast | CCHFV vOTU inh | Y pestis TopoI | FadD28 FP inh | PrPC surface inh | BoNT-F LC inh | BoNT-A LC inh2 | TcdB GH inh |
| --- | --- | --- | --- | --- | --- | --- | --- | --- | --- |
| CC1CCCN(C(=O)c2ccc3c(c2)OCO3)C1 (stereo not given) | . | -1.8 | -6 | 4 | -1.2 | 6 | . | . | 0.1 |
| Cc1cccc(NC(=O)c2ccc([N+](=O)[O-])cc2Cl)n1 | 0 | -0.1 | 1 | -2 | 0.3 | -46 | -1 | -0.5 | . |
| CNNC(=O)C(C)NC(=O)c1ccc(Br)cc1 (stereo not given) | -3 | 0.2 | -10 | 9 | -1.2 | -4 | -4 | -0.8 | . |
| CCOC(=O)C1CCCN(C(=O)c2cc(F)cc(F)c2)CC1 (stereo not given) | -8 | . | -15 | 4 | -0.9 | -3 | -4 | -0.2 | -0.5 |
| Cc1ccc(NS(=O)(=O)c2ccc(C(=O)N3CCC3)cc2)cc1 | -1 | 5.3 | -4 | 3 | -0.3 | -1 | -5 | -0.3 | -1.2 |
| COC(=O)Cn1c2ccc(C)cc2c2nc(C)sc21 | 0 | 0.9 | 10 | 47 | -2.1 | -4 | -9 | -0.4 | . |
| O=C(O)c1cccc2c1NC(C(=O)O)C1CC(Sc3ccccc3[N+](=O)[O-])C(Cl)C21 (stereo not given) | ? | 55* | 27 | -29 | 55* | -14 | . | ? | . |
| CNC(=O)c1nc(C)n(-c2ccc(Cl)cc2Cl)n1 | -13 | 1.2 | -7 | -12 | -2.3 | -6 | -5 | -1.4 | 1.5 |
| CCc1nnc(NC(=O)CN2CCCC(C)C2)s1 (stereo not given) | -2 | -0.3 | 0 | 2 | 0.3 | -6 | -12 | -1.4 | 1.4 |
| CCOC(=O)C1=C(N)Oc2cc(C)oc(=O)c2C1c1cccnc1 (stereo not given) | -4 | -0.5 | 0 | 2 | -0.6 | -4 | 0 | 0.2 | . |
| COc1ccc(CNC(=O)/C=C/[C@H]2O[C@@H](n3ccc(=O)[nH]c3=O)[C@H](O)[C@@H]2O)cc1 | 13 | . | -1 | . | -1.4 | -4 | 1 | -0.9 | 0.7 |
| CC(C)[C@H](Nc1ccc(C(F)(F)F)cc1[N+](=O)[O-])C(=O)O | 7 | -0.6 | 20 | 0 | 0.4 | -13 | -2 | 0.0 | 0.2 |
| CN1CCN(C(=O)c2ccccc2NC(=O)c2cccs2)CC1 | -1 | -1.0 | 8 | -1 | -0.5 | -5 | -6 | -0.2 | . |
| CC(C)C(C(=O)NCC1CCCO1)N(C(=O)CNS(=O)(=O)c1ccc(F)cc1)C1CCCCC1 (stereo not given) | -1 | -0.2 | -2 | 11 | 0.7 | -3 | -4 | -0.3 | 0.0 |
| O=C(Cc1ccc(-c2ccccc2)cc1)Nc1ncccc1O | -3 | -0.4 | 2 | 5 | -0.3 | 2 | 14 | 2.2 | 1.6 |
| O=C(NCc1cccs1)c1cnc(Cl)c(Cl)c1 | -4 | 1.8 | -13 | 2 | 0.6 | -4 | -5 | -1.0 | 1.1 |
| CCc1ccc(/C=N/N2CCN(c3ccccn3)CC2)cc1 | -6 | 1.6 | 1 | -4 | -2.7 | -3 | ? | -0.1 | 0.7 |
| O=C(N/N=C/c1ccc([N+](=O)[O-])o1)c1cc2c(ccc3ccccc32)o1 | -1 | -1.1 | -2 | -11 | -3.8 | 4 | 0 | 0.3 | 1.1 |
| CN(Cc1ccccc1O)CC1CCCN(CCc2ccc(Cl)cc2)C1 (stereo not given) | . | 0.0 | -2 | 13 | -2.3 | -9 | . | . | 0.1 |
| NC(=O)[C@@H]1CCOc2c(I)cc([N+](=O)[O-])cc2C(=O)N[C@@H](CO)C(=O)NCC(=O)N1 | -6 | -2.9 | 2 | 31 | -0.9 | -14 | -4 | -0.8 | -3.2 |
| COc1ccc2cc3cc(C(=O)Nc4cc(OC)c(OC)c(OC)c4)oc3nc2c1 | -3 | 1.5 | 20 | 33 | -0.2 | -9 | -6 | -0.7 | . |
| CCc1nc2c(=O)[nH]cnc2o1 | -5 | . | -4 | 7 | -0.9 | -3 | -2 | -0.8 | 0.8 |
| CCn1cc(C(=O)O)c(=O)c2cc(F)c(N3CCN(C(=S)NC(=O)c4c(OC)cccc4OC)CC3)cc21 | -1 | -0.6 | -16 | 26 | -3.7 | 8 | 2 | -0.1 | -0.8 |
| Cc1ccc(C)c(Oc2coc3cc(OC(=O)c4cccs4)ccc3c2=O)c1 | -2 | 0.6 | -4 | 23 | -0.1 | 0 | -4 | -0.1 | . |
| COC(=O)CSc1ccc(C#N)c(SCC(=O)OC)c1 | -4 | 0.9 | 6 | 3 | -0.7 | -8 | 3 | 0.1 | . |
| CCn1c(SCC(=O)Nc2nnc(C)s2)nnc1-c1ccco1 | -2 | -0.4 | 0 | -1 | -0.6 | -6 | -13 | -0.5 | 1.5 |
| CN(Cc1ccccc1)C(=O)c1nc[nH]c1C(=O)N(C)Cc1ccccc1 | 10 | 0.0 | -1 | 1 | -3.2 | 0 | -2 | -0.1 | -0.3 |
| COc1ccc(-c2noc(CNC(=O)c3ccc4c(c3)OCO4)n2)cc1OC | -7 | 0.9 | 7 | 9 | 0.8 | -2 | 9 | 1.4 | -0.3 |
| COc1ccc(-n2nc([N+](=O)[O-])c(=NCc3cccnc3)n2O)cc1 | 0 | 0.0 | 16 | -4 | -0.1 | -60 | -2 | 0.1 | 1.1 |
| O=Nc1ccc(NO)c2ccccc12 | -4 | . | 13 | -1 | -0.3 | -23 | 5 | -0.1 | 2.0 |

Next records.
Fields: Anthrax LF prot, PfHsp40 yeast, CCHFV vOTU inh, Y pestis TopoI, FadD28 FP inh, PrPC surface inh, BoNT-F LC inh, BoNT-A LC inh2, TcdB GH inh
Cc1cc(Cl)ccc1OCC(=O)OCC(=O)NC1CCCC1
 : -6, -0.6, -4, 8, ., -5, -3, 2.2, -0.7
O=C1COc2ccc(C(=O)c3ccccc3C(=O)NCc3ccccc3)cc2N1
 : 2, 14, 12, 33, -5.8, 3, 12, 0.3, .
CC(=O)N1c2ccc(S(=O)(=O)N3CCCCC3)cc2CC1C(=O)Nc1ccccc1C(F)(F)F (stereo not given)
 : -1, -0.5, 8, 16, 0.3, 0, 1, -0.2, 2.0
Cc1[nH]c2nc3ccccc3n2c(=O)c1CCC(C)C
 : -2, -0.7, ., 3, -2.0, ., -16, 0.0, .
